MsrA inh: bovine MsrA enzyme inhibitors, primary screen, biochemical, absorbance, HTS | purified bovine MsrA, absorbance read-out | inhibition, % at 15.5 µM | 360,000 compounds, 0.75% hits | AID 651718, 2012; in the data active = inhibition above about 4.5%;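 also: 0% = vehicle wells with enzyme and 100% = reference inhibitor wells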
bovine MsrA act: bovine MsrA enzyme activators, primary screen, biochemical, absorbance, HTS; 360,000 compounds, 0.3% hits; purified bovine MsrA, absorbance read-out; activation, % at 10.6 µM; in the data active = activation above about 7.5%;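 also: 0% = vehicle and 100% = reference activator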
MT1-MMP act inh: blockers of MT1-MMP proenzyme processing, primary screen, HT1080 RFP-PRO-GFP cells, GFP/RFP fluorescence | GFP/RFP ratio change, % at 20 µM | AID 651647, 2012 | 360,000 compounds, 0.061% hits | Matrix metalloproteinase-14 (Homo sapiens), P50281 | GFP/RFP ratio fluorescence, overnight; percent of plate control window, DMSO zero;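 active = GFP/RFP ratio change of at least 30% with cell ATP level not reduced by more than half and red fluorescence within 50% of control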; also: strong numbers were not always called active
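Material – HT1080 RFP-PRO-GFP cells · Control set – DMSO wells and RFP-L50D-GFP cells · Incubation – overnight cell settling, then overnight compound exposure, 37 °C, 5% CO2 · Compound dosing – single-point 20 µM compound, 1% DMSO · Read-out – GFP/RFP fluorescence ratio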
CSN deneddyl inh: inhibitors of CSN-mediated cullin deneddylation, primary screen, biochemical, fluorescence polarization, uHTS; COP9 signalosome complex subunit 5 (Homo sapiens), Q92905; 360,000 compounds, 0.38% hits; inhibition, % at 12.5 µM; Purified CSN, SCF-Nedd8-OG deneddylation;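 active = pattern-corrected inhibition above about 35%, with an unprinted fluorescence ratio check between 0.5 and 1.5, limit read from the data, passing the limit was not always enough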;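 also: 0% = enzyme with substrate and 100% = substrate without enzyme; some results filed as inactive read as strong as hits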
Target sequence (Q92905 whole entry, looked up, one chain of several): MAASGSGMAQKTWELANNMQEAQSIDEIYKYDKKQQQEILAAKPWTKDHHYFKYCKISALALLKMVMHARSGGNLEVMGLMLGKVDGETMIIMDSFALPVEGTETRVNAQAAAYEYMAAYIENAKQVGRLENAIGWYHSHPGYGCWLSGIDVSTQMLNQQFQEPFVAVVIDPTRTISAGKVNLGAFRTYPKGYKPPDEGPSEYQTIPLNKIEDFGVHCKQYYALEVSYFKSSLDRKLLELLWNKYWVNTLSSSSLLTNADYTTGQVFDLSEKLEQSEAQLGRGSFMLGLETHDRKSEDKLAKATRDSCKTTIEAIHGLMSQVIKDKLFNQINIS
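Material: purified human Csn5 enzyme expressed in HEK293T cells / Medium: Tris buffer pH 7.5, NaCl, DTT, Tween-20, trehalose, ovalbumin / Compound dosing: 12.5 µM single point / Schedule: 90 min incubation of compound, enzyme and substrate at room temperature / Signal: fluorescence polarization of the substrate / Control set: no-enzyme wells high, enzyme-with-substrate wells low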
MLLE-PAM2 inh: inhibitors of PABP1 MLLE–PAM2 peptide binding, primary screen, biochemical, fluorescence polarization, FITC-PAM2, GST-MLLE; Polyadenylate-binding protein 1 (Homo sapiens), P11940; 360,000 compounds, 0.36% hits; AID 588489, 2011; inhibition, % at 20 µM; in the data active = inhibition above about 35%, passing the limit was not always enough;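 also: plate controls were DMSO wells with GST-MLLE for no effect and wells lacking GST-MLLE protein for full effect; some results filed as inactive read as strong as hits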
Rin1 Abl inh: inhibitors of Rin1-Abl protein binding, primary screen, biochemical, TR-FRET; Tyrosine-protein kinase ABL1 (Homo sapiens) + Ras and Rab interactor 1 (Homo sapiens), …; 360,000 compounds, 0.4% hits; AID 588664, 2011; inhibition, % at 7.35 µM; in the data active = inhibition above about 5%, passing the limit was not always enough
Rpn11 block: Rpn11 (PSMD14) deubiquitinase inhibitors, primary screen, biochemical, fluorescence polarization, uHTS; human 26S proteasome, Ub4-pepOG fluorescence polarization; 20S core pre-blocked with epoxomicin; calls only at 20 µM; 360,000 compounds, 0.59% hits;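 active = inhibition at 20 µM, scaled to each plate's controls, above about 33%, limit read from the data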
Target sequence (O00487 whole entry, looked up): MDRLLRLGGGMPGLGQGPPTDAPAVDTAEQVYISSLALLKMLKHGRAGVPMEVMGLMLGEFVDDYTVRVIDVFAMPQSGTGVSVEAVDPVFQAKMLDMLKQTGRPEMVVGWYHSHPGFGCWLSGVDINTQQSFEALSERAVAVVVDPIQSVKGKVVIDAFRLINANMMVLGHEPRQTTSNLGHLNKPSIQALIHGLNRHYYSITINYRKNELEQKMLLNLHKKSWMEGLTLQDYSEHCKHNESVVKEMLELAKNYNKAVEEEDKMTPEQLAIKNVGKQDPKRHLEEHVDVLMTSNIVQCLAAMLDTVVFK
FAS TE block: FAS thioesterase domain inhibitors, primary screen, biochemical, fluorescence intensity, uHTS. Fatty acid synthase (Homo sapiens), P49327. recombinant FAS-TE, OMFH fluorogenic substrate, fluorescence endpoint. inhibition, % at 15 µM. 360,000 compounds, 0.67% hits. AID 602261, 2012;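 active = compounds whose normalised, plate-corrected inhibition of enzyme fluorescence in the single-dose primary screen is 50% or more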;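 also: 0% = DMSO with enzyme and 100% = substrate without enzyme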
E coli Lon inh: inhibitors of E. coli Lon protease, primary screen, biochemical, fluorescence polarization | P0A9M0 | purified E. coli Lon protease | inhibition, % at 7.94 µM | 360,000 compounds, 0.42% hits; in the data active = inhibition above about 13%, passing the limit was not always enough;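 also: 0% = enzyme with probe and DMSO and 100% = no enzyme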
* = called active by the depositor; i = inactive.

nr	smiles	MsrA inh	bovine MsrA act	MT1-MMP act inh	CSN deneddyl inh	MLLE-PAM2 inh
1	CCCCN(C)C(=O)c1nc2ccccn2c1CN1CCN(c2ncccn2)CC1	-0.1	-12	0	-4	0
2	CCc1ccc(-c2cc(C)no2)cc1S(=O)(=O)Nc1ccc(Cl)cn1	0.8	-4	-3	2	8
3	Cc1ccc2c(c1)N(C)/C(=C/c1cccc[n+]1CCO)S2	1.2	-11	-50	1	-133
4	CC(C)OC(=O)c1cccnc1SCC(=O)N(C)c1ccccc1	0.3	-14	-1	-10	0
5	O=C(NCC(O)c1ccc([N+](=O)[O-])cc1)Nc1ccccc1 (configuration not stated)	-0.7	0	-2	0	4
6	CCOC(=O)C1/C(=N\O)CC(C)(O)C(C(=O)OCC)C1c1ccc(OC)c(OC)c1 (configuration not stated)	-0.5	4	4	3	6
7	COc1ccc(OC(C)c2ccc(C#N)c(=O)[nH]2)cc1 (configuration not stated)	1.0	-3	0	0	-10
8	O=C(Nc1ccc(Cl)cn1)c1ccc2ccccc2n1	2.1	-11	-2	-2	-9
9	O=c1c(=Nc2ccccc2O)c(=O)c2ccccc12	1.5	-2	1	-1	15
10	Cc1cc(-c2ccccc2)[nH]c(=O)c1S(=O)(=O)c1ccccc1	3.6	-12	0	1	8

nr	Rin1 Abl inh	Rpn11 block	FAS TE block	E coli Lon inh
1	1	i	-11	-6
2	3	i	3	-2
3	-10	i	-3	-1
4	2	i	-5	-7
5	-2	i	15	2
6	-3	i	-11	-2
7	3	i	0	-5
8	2	i	7	3
9	6	i	2	-2
10	0	i	-3	8

Going on with the list.
nr	smiles	MsrA inh	bovine MsrA act	MT1-MMP act inh	CSN deneddyl inh	MLLE-PAM2 inh
11	Cc1cc(Cl)c(S(=O)(=O)N2CCSCC2)cc1OCC(=O)NC1CCCCC1	0.8	-3	-2	2	7
12	CC(=O)N1CCN(S(=O)(=O)c2cccc(C(=O)Nc3ccccc3N3CCOCC3)c2)CC1	0.0	-2	0	4	4
13	O=C(NCC(c1ccco1)N1CCCCC1)c1cccnc1 (configuration not stated)	-0.3	-3	-5	0	2
14	CC(C)CN(C(=O)CSc1nc2ccccc2[nH]1)c1c(N)n(Cc2ccccc2)c(=O)[nH]c1=O	0.8	-10	-1	-3	-19
15	Cc1ccc(-n2ccn(CC(=O)NCCc3ccccc3)c(=O)c2=O)cc1C	0.6	-2	1	-1	0
16	CC(=O)Nc1ccc(NC(=O)C(C)OC(=O)c2cc(S(=O)(=O)N(C)C)ccc2N2CCCC2)cc1 (configuration not stated)	0.6	-5	0	-3	13
17	CC(=O)NCCc1nc2ccccc2n1CCCCOc1ccccc1	1.2	-2	-4	9	0
18	Cc1cc(C(O)c2ncc(-c3ccccc3Cl)[nH]2)ccc1F (configuration not stated)	0.3	-3	-2	-1	1
19	COc1ccc(-c2cc(=O)oc3cc(OCC(=O)N[C@@H](Cc4c[nH]c5ccccc45)C(=O)O)ccc23)cc1	2.1	6	-1	-4	-7
20	CCCS(=O)(=O)NC(=O)C1(C)CCCN(C(=O)c2ccc(F)c(Cl)c2)C1 (configuration not stated)	0.3	0	3	5	11

nr	Rin1 Abl inh	Rpn11 block	FAS TE block	E coli Lon inh
11	4	i	20	0
12	0	i	-4	-6
13	-3	i	-8	1
14	4	i	-4	-3
15	-1	i	-4	0
16	0	i	-5	-10
17	2	i	-1	-3
18	-2	i	-3	-7
19	-4	i	33	4
20	17*	i	-3	-19

Ordered by length of the SMILES (ascending): three of the compounds above.
nr	smiles	MsrA inh	bovine MsrA act	MT1-MMP act inh	CSN deneddyl inh	MLLE-PAM2 inh
8	O=C(Nc1ccc(Cl)cn1)c1ccc2ccccc2n1	2.1	-11	-2	-2	-9
13	O=C(NCC(c1ccco1)N1CCCCC1)c1cccnc1 (configuration not stated)	-0.3	-3	-5	0	2
14	CC(C)CN(C(=O)CSc1nc2ccccc2[nH]1)c1c(N)n(Cc2ccccc2)c(=O)[nH]c1=O	0.8	-10	-1	-3	-19

nr	Rin1 Abl inh	Rpn11 block	FAS TE block	E coli Lon inh
8	2	i	7	3
13	-3	i	-8	1
14	4	i	-4	-3

Continued:
nr	smiles	MsrA inh	bovine MsrA act	MT1-MMP act inh	CSN deneddyl inh	MLLE-PAM2 inh
21	Cc1ccc(-c2c(C(=O)N/N=C/c3ccoc3)nnn2-c2nonc2N)cc1	-0.3	-7	-1	1	-11
22	O=C(CSc1nnc(NC(=O)C2CCC2)s1)Nc1ccc(N2CCOCC2)cc1	1.6	-2	1	-4	12
23	CSc1nnc(-c2ccccc2N=Cc2c(C)[nH]n(-c3ccccc3)c2=O)c(=O)[nH]1	1.9	1	2	-4	5
24	COc1ccc(C(=O)OCC(=O)Nc2cc(C)on2)c(OC)c1OC	0.9	-1	-2	7	-10
25	COc1ccc(CNC(=O)CCSc2nc(-c3ccc4c(c3)OCO4)cc(C(F)(F)F)n2)cc1	0.2	-4	3	-1	-1
26	O=C(CSc1nnc(-c2ccc(Cl)cc2)n1-c1ccccc1)N/N=C/c1ccccc1C(=O)O	0.3	-4	2	-2	-52
27	COc1ccc(NC(=S)NCCCCCC(=O)C[N+](=O)[O-])cc1	1.4	-3	2	2	26
28	Nc1ccccc1-c1nnn(CC(=O)Nc2ccc3c(c2)OCCO3)n1	3.3	-1	-1	0	5
29	CC1CCc2sc(C(=O)NCC(c3ccco3)N3CCCCC3)cc2C1 (configuration not stated)	-0.5	0	-1	3	-9
30	Cc1nn(-c2nnc(C)c(=O)[nH]2)c(C)c1SCC(=O)Nc1ccc(F)cc1	0.0	-2	6	1	21

nr	Rin1 Abl inh	Rpn11 block	FAS TE block	E coli Lon inh
21	-3	i	-2	-3
22	-4	i	-3	4
23	-3	i	-4	-10
24	-1	i	-8	7
25	-1	i	18	6
26	1	i	-4	-2
27	0	i	-18	-5
28	3	i	-1	2
29	0	i	12	-6
30	-3	i	-6	-6

Going on with the list.
nr	smiles	MsrA inh	bovine MsrA act	MT1-MMP act inh	CSN deneddyl inh	MLLE-PAM2 inh
31	CCSc1nnc(NC(=O)C2C3C=CC(C3)C2C(=O)O)s1 (configuration not stated)	-1.1	-7	3	1	-3
32	Cc1c(CC(=O)O)c(=O)oc2cc(OCc3ccc(F)cc3Cl)ccc12	1.9	-5	1	1	11
33	CCOc1ccc(OCC)c(NC(=O)C2CCN(c3cnccn3)CC2)c1	1.5	-2	-2	0	-6
34	Cc1ccccc1N/C(SCc1ccc(Cl)cc1)=C(/C#N)C(=O)NCc1ccco1	1.8	-3	-12	-2	-80
35	Cc1cc(=O)oc2ccc(OCC(=O)N(Cc3ccc(F)cc3)Cc3ccco3)cc12	-0.3	-1	-5	5	-9
36	COc1cccc(NC(=O)CN(C)C(C)C(=O)Nc2cc([N+](=O)[O-])ccc2Cl)c1 (configuration not stated)	-0.3	-2	-6	-7	6
37	COc1ccc(N(CC(=O)NCc2cccnc2)S(=O)(=O)c2ccccc2[N+](=O)[O-])c(OC)c1	-0.4	-4	-1	-1	4
38	C=CCn1c(C)cc(C(=O)COC(=O)c2cncc(Br)c2)c1C	-1.1	-1	-5	4	0
39	CCN1CCCC1CNC(=O)C(=O)Nc1ccc(OC)cc1 (configuration not stated)	-0.4	-2	-2	0	13
40	OC(COc1ccccc1)CN1CCOCC1 (configuration not stated)	-1.1	-1	-2	1	-5

nr	Rin1 Abl inh	Rpn11 block	FAS TE block	E coli Lon inh
31	2	i	-7	-3
32	-5	i	-4	-4
33	4	i	-5	-4
34	4	i	12	-5
35	1	i	28	-12
36	2	i	18	-2
37	-1	i	0	2
38	1	i	18	-1
39	2	i	-10	-8
40	-1	i	-4	-8

The list goes on:
nr	smiles	MsrA inh	bovine MsrA act	MT1-MMP act inh	CSN deneddyl inh	MLLE-PAM2 inh
41	COC(=O)C1CSC(c2ccc(Cl)cc2)N1C(=O)c1ccccc1 (configuration not stated)	1.4	-3	-8	-12	3
42	CN1c2ccccc2C(=O)/C(=C\Nc2ccc(F)cc2F)S1(=O)=O	1.8	-2	2	1	7
43	CC(Oc1ccc(Cl)cc1Cl)C(=O)Nc1cccc(O)c1 (configuration not stated)	1.4	-3	-7	-1	4
44	Cc1nc[nH]c(=O)c1Br	1.0	-9	1	4	1
45	COc1cccc(C(O)CC(N)=O)c1 (configuration not stated)	0.3	-4	-2	-5	-1
46	O=C1CC(c2cccc([N+](=O)[O-])c2)c2cc3c(cc2N1)CCC3 (configuration not stated)	0.3	-3	-5	-1	0
47	O=C1CSC(=Nc2cccc([N+](=O)[O-])c2)N1	2.4	-7	-2	-2	-12
48	Cc1ccc(-c2ccc3c(c2)O[C@H](CN(C)C(=O)Nc2ccc(C(F)(F)F)cc2)[C@H](C)CN([C@H](C)CO)S3(=O)=O)cc1	-0.7	-3	-1	-1	-11
49	Cc1cc(CNC(=S)Nc2cccc(Cl)c2Cl)nn1C	-0.1	-13	-1	1	33
50	O=C(NCc1ccccc1)NC(=O)c1ccccc1	-1.3	-8	-4	1	-9

nr	Rin1 Abl inh	Rpn11 block	FAS TE block	E coli Lon inh
41	0	i	17	2
42	-3	i	-2	-2
43	1	i	1	-1
44	2	i	-10	-5
45	0	i	-6	-5
46	1	i	51*	2
47	4	i	0	6
48	-2	i	44	-6
49	7	i	-3	8
50	-2	i	-4	0

New compounds follow:
nr	smiles	MsrA inh	bovine MsrA act	MT1-MMP act inh	CSN deneddyl inh	MLLE-PAM2 inh
51	O=C(NCC(=O)N1CCN(c2ccccc2)CC1)c1ccc(Cl)cc1	0.3	-7	5	-5	9
52	O=C(COc1coc(CN2CCN(c3ccccc3)CC2)cc1=O)N1CCc2ccccc21	-0.8	-7	6	-1	-11
53	CCOC(=O)C1=C(CC)Nc2ccccc2N/C1=N\S(=O)(=O)c1ccccc1OC	0.4	-7	0	-1	-2
54	CS(=O)(=O)Cc1cc(N2CCCC2)nc(-c2ccccc2)n1	0.1	-2	-4	-4	-2
55	CCN(CC)c1ccc(CN(C(=O)c2cccs2)C2CCS(=O)(=O)C2)cc1 (configuration not stated)	1.0	-1	-1	-3	-22
56	O=C(CNS(=O)(=O)c1ccc(F)cc1)N1CCOCC1	0.7	-1	1	6	2
57	COC(=O)C1(C#N)C(c2ccccc2)C1(C(=O)OC)C(=O)OC (configuration not stated)	-0.1	-1	0	-1	-5

nr	Rin1 Abl inh	Rpn11 block	FAS TE block	E coli Lon inh
51	2	i	-2	7
52	0	i	-8	3
53	1	i	2	4
54	2	i	-2	0
55	-3	i	6	4
56	1	i	-3	0
57	3	i	-7	-2

Source: PubChem BioAssay (several laboratories)
